Bioassay records (PubChem BioAssay)
proCasp3 act: procaspase-3 (human) activation; P42574; recombinant procaspase-3 D3A, Ac-DEVD-pNA absorbance 405 nm; activation, % at 8.5 µM; 330,000 tested, 0.11% active; AID 463141;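 active means activation above the mean of all tested compounds plus 3 SD, cut at about 21% in these data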;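 further: 0% = DMSO alone and 100% = DMSO wells spiked with extra 5 µM PC-3 D3A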
Target sequence (P42574 whole entry D9A/D28A/D175A): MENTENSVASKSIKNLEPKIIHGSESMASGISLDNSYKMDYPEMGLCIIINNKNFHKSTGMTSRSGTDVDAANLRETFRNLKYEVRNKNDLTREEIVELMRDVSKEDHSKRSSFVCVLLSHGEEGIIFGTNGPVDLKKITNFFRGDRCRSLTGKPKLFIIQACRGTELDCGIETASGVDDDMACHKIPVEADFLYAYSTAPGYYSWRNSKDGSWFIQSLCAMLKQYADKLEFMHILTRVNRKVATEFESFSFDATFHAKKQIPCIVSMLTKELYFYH
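material = Procaspase-3 D3A mutant | probe or stimulus = Ac-DEVD-pNA | compound = single dose, 8.5 µM nominal compound, 0.8% DMSO | timing = 1 h preincubation, 2 h reaction | measured by = 405 nm absorbance of p-nitroaniline, reads at 0 and 120 min | benchmarks = DMSO-only low control, 5 µM PC-3 D3A high control | repeats = singlicate, each compound tested once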
TPT1 inhibitor: C. albicans TPT1 enzyme inhibition; 300,000 tested, 0.81% active; recombinant caTPT1, FP RNA substrate dephosphorylation; inhibition, % at 5 µM;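 active means inhibition above the mean of all tested compounds plus 3 SD, set per screening campaign, cut at about 24% in these data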;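 further: plate controls were DMSO alone for no effect and ferristatin control at 100 nM for full effect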
Efflux pump inh: blocks antifungal efflux pumps in multiplex yeast assay; S. cerevisiae Candida pump triplex, Nile Red efflux; inhibition, % at 10 µM; 330,000 tested, 0.44% active; AID 485275;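 active means plate passing quality check with inhibition over a set limit, or well fluorescence over plate mean plus 4 SD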;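 further: Nile Red retained in pooled yeast measured as flow cytometry median fluorescence; 0% = buffer negative control and 100% = Enniatin B positive control; higher means more Nile Red kept so more efflux inhibition; some compounds called inactive have numbers as strong as hits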
procasp7 counter: counter-screen for procaspase-3 activators: activators of human procaspase-7. P55210. recombinant procaspase-7, Ac-DEVD-pNA absorbance 405 nm; D23A/D198A/D206A triple mutant, cannot self-cleave; scale: DMSO 0, 5 µM enzyme 100. activation, % at 8.5 µM. 330,000 tested, 0.093% active. AID 463210;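 active means percent activation above the screen-wide mean plus 3 SD, cut at about 25% in these data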
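signal = Epi-absorbance of released pNA at 405 nm, two timepoints | assay system = Uncleavable procaspase-7 mutant enzyme | reagent = Ac-DEVD-pNA substrate, 400 µM as added | times = 1 h enzyme–compound preincubation and 2 h substrate reaction, both 25 °C | benchmarks = low DMSO alone, high DMSO plus 5 µM PC-7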
PP1 counter: blocks human PP1-alpha phosphatase, a PP5 counter-screen | P62136 | purified PP1alpha, OMFP fluorescence | inhibition, % at 6.7 µM | 320,000 tested, 0.9% active | AID 2235;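 active means inhibition above the mean inhibition of all tested compounds plus 3 SD, computed separately for each screening campaign, cut at about 15% in these data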
HCV core dimer: HCV core protein dimerization inhibition; AID 1899; inhibition, % at 5 µM; 300,000 tested, 0.33% active; TR-FRET GST/Flag-core106 dimerization, 1536-well;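 active means inhibition above the mean of all tested compounds plus 3 SD, set per screening campaign, cut at about 45% in these data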
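Assay system – GST-tagged and Flag-tagged HCV core protein residues 1-106 · Quantity – core106 proteins, GST 13.5 nM and Flag 17 nM · Benchmarks – unlabelled core106 and no-GST-core106 wells · Read-out basis – percent inhibition of core106 dimerization signal · Detection – time-resolved FRET, ex 340 nm, em 617 and 671 nm · Schedule – 4 h at 22.5 °C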
CTSL1 counter: cathepsin L1 inhibition, PFM18AAP counter-screen. 300,000 tested, 0.49% active. AID 1906. inhibition, % at 5.96 µM. recombinant F. hepatica cathepsin L1, Z-Leu-Arg-MCA fluorescence;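 active means inhibition above the mean of all tested compounds plus 3 SD, set per screening campaign, cut at about 17% in these data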;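 further: 0% = plate median of test compound wells and 100% = 1 µM Z-Phe-Ala-diazomethylketone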
JMJD2C inh: inhibitors of human GASC-1 (JMJD2C) demethylase. GST-JMJD2C(1-420) H3K9me3 demethylation, DELFIA europium. inhibition, % at 2.35 µM. 330,000 tested, 0.069% active;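 active means more than half of a compound's replicate wells show inhibition beyond 50%, single wells judged on their own value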;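 further: signal counts dimethyl H3K9 product captured on neutravidin plate; 0% = median of DMSO wells and 100% = 0.3 times that DMSO median; strong numbers were not always called active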
PP5 primary: blocks human protein phosphatase 5 activity; purified PP5c, OMFP substrate fluorescence; inhibition, % at 6.7 µM; 320,000 tested, 0.18% active;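 active means inhibition above the campaign's mean inhibition across all tested compounds plus 3 SD, cut at about 9.5% in these data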;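 further: 0% = DMSO only and 100% = 100 µM cantharidin control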
Target sequence (P53041 whole entry, looked up): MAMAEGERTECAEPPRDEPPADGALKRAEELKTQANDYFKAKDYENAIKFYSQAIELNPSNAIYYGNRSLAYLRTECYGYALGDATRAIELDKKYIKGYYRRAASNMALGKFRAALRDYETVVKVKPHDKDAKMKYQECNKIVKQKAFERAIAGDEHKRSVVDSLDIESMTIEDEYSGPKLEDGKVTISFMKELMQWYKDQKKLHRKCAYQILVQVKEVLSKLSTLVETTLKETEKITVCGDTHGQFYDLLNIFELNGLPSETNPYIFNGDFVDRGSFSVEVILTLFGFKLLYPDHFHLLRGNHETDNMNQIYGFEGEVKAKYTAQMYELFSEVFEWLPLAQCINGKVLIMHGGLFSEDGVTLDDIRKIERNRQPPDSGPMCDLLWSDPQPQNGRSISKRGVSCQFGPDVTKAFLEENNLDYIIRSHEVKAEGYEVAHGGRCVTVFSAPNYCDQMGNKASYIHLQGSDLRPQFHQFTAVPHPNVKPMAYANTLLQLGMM
* marks the source's active call; other numbers are inactive results; i = inactive; / = not tested or not shown. Not a hit list (roughly 2.9% active in at least one column).

Molecule,PP5 primary,CTSL1 counter,TPT1 inhibitor,Efflux pump inh,HCV core dimer,JMJD2C inh,procasp7 counter,PP1 counter,proCasp3 act
O=C(c1ccc(Br)cc1)N1CCN(c2ncccn2)CC1,-1.7,-4,-3,-0.2,1,2,-7,-1,2
Cc1cc(C)c(NC(=O)CNC(=O)COC(=O)/C=C/c2cccs2)c(C)c1,1.0,-2,1,-0.1,-8,-6,4,-2,2
C/C(CC(=O)Nc1ccc2c(c1)OCCO2)=N\NC(=O)COc1ccccc1C,-1.4,-4,-2,-0.2,-5,2,-9,-3,4
O=C(NCc1ccc2c(c1)OCO2)c1ccc(C2SCC(=O)N2Cc2ccco2)cc1 (configuration not stated),-0.5,-2,-4,0.2,6,-13,3,4,-5
Cc1ccc(NC(=O)CS(=O)CC(=O)Nc2ccccc2-c2ccc(C)o2)cc1 (configuration not stated),2.3,5,-27,0.4,-2,-1,-32,6,-33
CC(O)CCC(=O)NNC1=CC(=O)CC(C)(C)C1 (configuration not stated),-0.6,-1,3,0.0,2,4,3,-1,-4
O=C(Nc1ccc(Cl)cc1F)c1cccc2ccccc12,5.0,0,-1,-0.2,-3,-2,-1,5,0
O=C(NC1=NCCS1)c1ccc2c(c1)C(=O)N(Cc1ccco1)C2=O,4.0,1,-3,-0.1,1,-39,-10,2,-5
CC1(C)CC(=O)C2=C(C1)Oc1ncn(Cc3ccco3)c(=N)c1C2c1ccccc1 (configuration not stated),4.5,1,-3,0.0,1,2,-5,0,3
COc1cc2c(cc1OC)C(C(=O)NCc1ccco1)C1c3ccccc3CCN1C2=O (configuration not stated),3.4,1,-6,0.1,-2,8,-2,4,0
CCOC(=O)C1=C(Nc2ccccc2)CC(C)(O)C(C(=O)OCC)C1c1ccc(Cl)cc1 (configuration not stated),1.3,6,0,-0.2,-1,6,11,-7,1
O=C(NCCCn1ccnc1)c1ccc(F)cc1,-2.0,-4,0,0.1,-13,-4,-6,-1,-4
COc1cc(OC)c(NS(=O)(=O)c2cc(Br)cnc2N)cc1Cl,3.6,0,1,-0.1,-3,4,-9,-4,8
Cn1ncc2c(NNC(=O)c3ccc(Cl)c(Cl)c3)ncnc21,-0.7,-3,-2,-0.1,-1,12,12,-4,-4
CCOc1ccc(S(=O)(=O)NCCC(=O)NCC(c2ccco2)N2CCCCC2)cc1 (configuration not stated),0.1,/,/,-0.1,/,0,0,-2,2
COc1ccccc1C(=O)NCC(=O)N/N=C/c1cn[nH]c1-c1ccccc1,0.1,2,-3,0.0,7,-1,-6,-6,-1
Cc1ccc(OCCC(=O)Nc2ccccc2C(=O)N2CCCCC2)cc1,0.4,5,-1,0.0,2,166,-4,-5,5
Cc1nc(NC(=O)c2ccccc2)sc1C,2.8,4,2,0.0,-4,6,0,2,-4
Cc1cc(S(=O)(=O)NC(C)C)ccc1OCC(=O)N1CCOCC1,0.9,-1,1,0.2,1,-2,11,-1,0
COC(=O)c1nn(-c2ccccc2)c2nnc(Cc3ccc(C)cc3)c(=O)n12,2.5,-1,0,0.0,0,i,4,2,6
COc1ccc(CNC(=O)C2CCCN(S(=O)(=O)c3cccc4nsnc34)C2)cc1 (configuration not stated),-1.6,3,0,-0.1,4,5,0,0,-3
COC(=O)c1ccc(CNC(=O)N2CCN(S(=O)(=O)c3ccc(C)cc3)CC2)cc1,1.1,3,0,0.0,-5,-13,-1,0,5
CS(=O)(=O)Oc1ccc(/C=C2\C(=N)N3N=C(CC(=O)N4CCOCC4)SC3=NC2=O)cc1Cl,-0.2,2,-1,0.3,-15,2,8,0,-3
CCOC(=O)[C@H]1[C@H]2COc3ccc(Br)cc3[C@@H]2N2C(=O)c3cc(Br)ccc3NC(=O)[C@@]12C,1.3,1,-3,/,18,5,-4,1,-3
O=c1cc2c(n[nH]1)CCCC2,-0.2,0,-2,-0.1,0,-7,9,2,-3

Part of the list above in order of SMILES length, rising:
Molecule,PP5 primary,CTSL1 counter,TPT1 inhibitor,Efflux pump inh,HCV core dimer,JMJD2C inh,procasp7 counter,PP1 counter,proCasp3 act
O=c1cc2c(n[nH]1)CCCC2,-0.2,0,-2,-0.1,0,-7,9,2,-3
Cc1nc(NC(=O)c2ccccc2)sc1C,2.8,4,2,0.0,-4,6,0,2,-4
O=C(NC1=NCCS1)c1ccc2c(c1)C(=O)N(Cc1ccco1)C2=O,4.0,1,-3,-0.1,1,-39,-10,2,-5

(continued)
Molecule,PP5 primary,CTSL1 counter,TPT1 inhibitor,Efflux pump inh,HCV core dimer,JMJD2C inh,procasp7 counter,PP1 counter,proCasp3 act
CCc1cc(C(=O)N2CCCC(C(=O)c3cccc(OC(C)C)c3)C2)n(C)n1 (configuration not stated),0.8,2,3,0.3,1,-1,-5,-3,-5
Cc1nc(-c2ccccn2)nc(SCC(=O)c2ccc(F)cc2)c1Cl,3.2,-1,-2,0.1,6,9,3,27*,-13
COc1cc(C(=O)Nc2cc(C)nn2-c2ccccc2)cc(OC)c1OC,3.3,-2,-5,0.0,3,4,-3,2,5
CN(C)C(=O)c1ccc(Oc2ccc(C(=O)N(C)C)cc2)cc1,2.1,2,-4,-0.2,-3,7,9,-3,7
O=C(CSc1ncnc2c1cnn2-c1ccc(Cl)cc1)NCc1ccc2c(c1)OCO2,3.0,0,2,-0.1,-3,-1,1,1,1
CCCn1c(CN2CCCCC2CC)nc2c1c(=O)n(C)c(=O)n2C (configuration not stated),0.8,4,-2,0.3,-1,-16,-2,-3,6
CC(=O)c1ccc(NC(=O)C2CCCN2S(=O)(=O)c2cccs2)cc1 (configuration not stated),-1.8,-3,1,0.0,2,-2,11,-5,-9
Cc1nc2ccccc2c(=O)n1/N=C/c1cccnc1,-0.6,1,-1,-0.3,-2,11,-2,-1,8
CC1(C)C(c2ccc(Cl)cc2)=[N+]([O-])C2(CCCC/C2=N\O)N1O (configuration not stated),0.5,0,1,-0.3,-9,1,4,0,6
CSc1nnc(-c2ccccc2Cl)n1N,-0.9,0,6,0.0,3,-2,-4,-2,0
CSc1sc(-c2ccnc(=S)[nH]2)c(-c2ccccc2)c1C#N,3.9,1,4,0.1,8,-28,5,-2,11
O=C(/C=C/c1ccccc1)NC(=S)Nc1ccc2c3c(cccc13)CC2,0.1,-4,3,0.7,16,3,0,0,3
COCCNC(=O)CSc1nnc(NC(=O)C2CC(=O)N(c3ccccc3OC)C2)s1 (configuration not stated),2.0,1,-1,1.9,-2,2,1,-4,0
O=C(Nc1cccc2ccccc12)NC1CCCc2ccccc21 (configuration not stated),0.2,1,-2,0.0,26,-7,5,5,-3
CC(C)(C)c1ccc(OCC(O)CN2CCOCC2)cc1 (configuration not stated),1.2,-5,-1,-0.1,-1,-11,-4,-3,0
COc1ccc(CSc2nc(N3CCOCC3)c3c(c2C#N)CC(C)(C)OC3)cc1,4.1,8,3,0.0,-10,14,-1,-1,-3
COc1ccccc1NC(=O)Nc1cc(NC(=O)Nc2ccccc2OC)c(C)nc1C,2.3,-2,-1,-0.2,-6,6,-2,4,-4
CCN(CC)S(=O)(=O)c1cc([N+](=O)[O-])ccc1N=Nc1c(O)[nH]c2ccccc12,0.5,-2,8,0.1,7,-32,-10,1,9
Cc1ccc(Oc2ccc(Oc3ccc(C)cc3)nn2)cc1,0.3,1,0,-0.1,0,-4,-6,-1,-3
COc1ccc(N2CCN(S(=O)(=O)CCNC(=O)COc3ccccc3C)CC2)cc1,1.3,0,-3,0.0,-4,9,7,0,-4
N#C/C(=C\c1ccccc1OCC(=O)O)c1nc2ccccc2[nH]1,-1.2,0,0,0.0,1,2,-4,-2,6
CC1CCN(C(C(=O)NC2CCCCC2)c2cc3c(cc2[N+](=O)[O-])OCO3)CC1 (configuration not stated),0.5,-1,1,-0.3,11,10,1,-1,-9
CCNC(=S)NNC(=O)c1csc(C)c1,-3.7,1,-20,1.3,-7,-1,-1,0,5
O=C1C2C3C=CC(C3)C2C(=O)N1c1ccccc1 (configuration not stated),1.3,-1,1,0.1,2,-19,-5,-2,4
Cc1ccc(C)c(OCC(=O)Nc2ccc3c(c2)OCO3)c1,2.7,1,-1,0.0,15,-2,0,1,5
Cc1ccc(C(=O)NCC(=O)OCN2C(=O)c3ccccc3C2=O)cc1C,0.6,/,/,0.0,/,3,1,-3,-1
CC(=O)Nc1ccc(S(=O)(=O)Oc2ccccc2N2CCCCC2)cc1,3.3,1,4,-0.1,-1,-3,3,0,-7
CN(C(=O)c1cccc(S(=O)(=O)N2CCOCC2)c1)c1c(N)n(Cc2ccccc2)c(=O)[nH]c1=O,-2.6,/,/,-0.3,/,7,-11,-1,-1
COc1ccccc1C1/C(=C(/O)c2ccccc2)C(=O)C(=O)N1CC(C)C (configuration not stated),-1.2,2,1,-0.1,-1,1,-5,2,1
Cn1nccc1C(=O)Nc1cccc(C(F)(F)F)c1,5.3,8,-3,0.1,-17,2,-7,-9,4
CCOc1ccc(S(=O)(=O)N2CCCC(C(=O)NCc3ccncc3)C2)cc1 (configuration not stated),1.4,-5,0,-0.1,-2,0,1,-4,6
COC(=O)c1ccc(C23CC4(C2)[C@H](CN(Cc2ccc(-c5ccccc5)cc2)[C@@H]4c2ccccc2)C3c2ccccc2)cc1 (some centres not stated),1.8,-2,0,0.1,2,-2,0,6,3
Cc1ccc(S(=O)(=O)N/N=C\C=C\c2ccccc2)cc1,5.5,0,0,-0.1,-5,26,9,-1,-7
Cc1noc(/C=C/c2ccccc2F)c1S(=O)(=O)N1CCC(C(=O)N2CCN(C)CC2)CC1,0.9,-1,-1,-0.3,5,8,11,-8,12
COc1ccc(-c2cn(-c3ccc(OC)cc3)c3[n+]2-c2ccccc2CC3)cc1,-1.2,-2,4,0.5,-5,-16,9,0,8
O=C(Cc1cccs1)NCCN1CCOCC1,1.9,-2,5,0.0,3,2,-1,-4,0
CN1CCN(S(=O)(=O)c2ccc(NC(=O)C3CCCCC3)cc2)CC1,2.4,-5,-8,-0.1,-3,-16,3,-8,4
COc1ccc(C(=O)N/N=C/c2ccc3cccc(O)c3n2)cc1,-4.0,3,-1,-0.1,-21,25,6,20*,-2
c1ccc2cc(-c3csnn3)ccc2c1,2.9,-4,-3,-0.1,8,7,-7,2,4
